HCV inh = inhibitors of hepatitis C virus infection; Huh7.5.1 HCVcc-Cre infection, luciferase reporter, 44 h; 340,000 tested, 3.4% active; AID 651820; Potency, µM (highest dose often 41.8 µM), for the others: top-dose activity change, negative = inhibition, usual class: inhibitors
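A cell-based infection assay in which seeded cells (1,000 per well) receive test compound after 4 h, are inoculated with HCVcc-Cre at approximately 0.5 moi, and are incubated 44 h before luminescence detection.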
Sm TGR inh = inhibitors of Schistosoma mansoni thioredoxin glutathione reductase; Q962Y6; 360,000 tested, 3% active; Potency, µM (highest dose often 114 µM), inactives show at the top dose activity change, negative = inhibition, hits mostly inhibitors; purified TGR, DTNB reduction, TNB absorbance 405 nm; AID 485364; further: nearly all actives have a fitted effect of over 60% in size
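Kinetic colorimetric format: TGR-catalysed, NADPH-driven DTNB reduction monitored via TNB absorbance. Enzyme dispensed at 20 nM; compound exposure 15 min at room temperature before reaction start.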
Pf growth 96h = inhibits malaria parasite growth, 96 h | AID 504834 | 320,000 tested, 6.9% active | P. falciparum luciferase reporter growth, 96 h | Potency, µM (series often up to 28.7 µM), for the others: top-dose activity change, negative = inhibition, actives largely listed as inhibitors
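Luminescence readout: decreased luciferase signal marks inhibited growth of reporter-expressing P. falciparum in infected red cells (2% hematocrit, 0.05% parasitemia final), exposed to compound two generations (96 h, 37 C, 5% CO2).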
Pf growth 48h = inhibits P. falciparum growth in the first generation, 48 h. 310,000 tested, 5.9% active. P. falciparum luciferase growth in erythrocytes, 48 h. Potency, µM (highest dose often 28.7 µM), for inactives: at the top dose activity change, negative = inhibition, usual class: inhibitors
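Erythrocytes infected with P. falciparum carrying an integrated firefly luciferase reporter (2% hematocrit, 0.1% parasitemia final) were exposed to compounds in RPMI 1640 with 0.5% Albumax at 37 C, 5% CO2. Growth inhibition was scored as reduced luminescence.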
TbPYK inhibitor = blocks Trypanosoma brucei pyruvate kinase | AID 624173 | 410,000 tested, 0.12% active | Potency, µM (highest dose often 76.8 µM), without a hit: at the highest dose activity, negative = inhibition, usual class: inhibitors | TbPYK enzyme, Kinase-Glo Plus ATP luminescence, 45 min; further: nearly all actives have a fitted effect of over 50% in size
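Screened from lowest to highest concentration, compounds were pinned into TbPYK/substrate mixtures, and ADP (130 uM final) was added. Plates sat at room temperature for 45 min prior to Kinase-Glo Plus detection by luminescence.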
LmPK inh = inhibitors of Leishmania mexicana pyruvate kinase; Q27686; purified LmPK, Kinase-Glo ATP luminescence, 1 h; AID 1721; 290,000 tested, 0.37% active; Potency, µM (series often up to 57.5 µM), for the others: at the top dose activity change, negative = inhibition, most hits filed as inhibitors
Target sequence (Q27686 whole entry, looked up): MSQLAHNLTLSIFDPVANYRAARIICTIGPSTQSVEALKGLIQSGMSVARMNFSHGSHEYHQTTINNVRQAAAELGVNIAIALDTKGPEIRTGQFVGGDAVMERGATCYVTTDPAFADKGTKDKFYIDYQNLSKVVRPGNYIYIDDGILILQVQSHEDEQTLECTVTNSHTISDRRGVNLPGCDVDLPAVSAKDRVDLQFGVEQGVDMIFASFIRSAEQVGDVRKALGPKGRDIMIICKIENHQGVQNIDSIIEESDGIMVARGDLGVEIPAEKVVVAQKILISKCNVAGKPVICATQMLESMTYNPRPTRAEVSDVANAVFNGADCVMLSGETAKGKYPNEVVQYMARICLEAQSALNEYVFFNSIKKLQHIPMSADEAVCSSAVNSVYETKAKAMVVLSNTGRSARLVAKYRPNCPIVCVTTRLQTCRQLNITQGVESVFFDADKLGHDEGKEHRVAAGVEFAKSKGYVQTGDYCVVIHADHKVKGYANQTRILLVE
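In 50 mM imidazole pH 7.2 with 7 mM MgCl2, LmPK (0.1 nM) turned over PEP (0.5 mM) and ADP (0.1 mM) for 1 h at room temperature. Luciferase read-out of ATP.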
Starred values were filed as active, the others as inactive; & = joins results of further samples; [ ] = dose if it differs, or a comment. The call rests on the fitted dose curve; in most records, active means well fitted curve in the direction sought with a large enough effect; inconclusive means small, poorly fitted or top-dose-only effect, or another doubt; inactive means no such curve, though single readings can be large; an effect the other way counts as inactive or inconclusive. On the % scale 0 is the no-effect control and ±100 the full control effect; potency means the concentration at half of the fitted maximal effect. Rows were taken by chance; any-hit rate near 16%.

What do the screens show for `CC(C)(C)N1C(=O)[C@H]2[C@@H](c3ccc(Br)cc3)N3C(=O)N(c4cccc(Cl)c4)C(=O)[C@@]3(Cc3ccccc3)[C@H]2C1=O`?
HCV inh: 2%; Sm TGR inh: 0%; Pf growth 96h: 4.7µM*; Pf growth 48h: 3.3µM*; TbPYK inhibitor: 6%

How did Cc1nc2ccccc2c(=O)n1NC(=O)c1ccccc1[N+](=O)[O-] do in these assays?
HCV inh: 28%; Sm TGR inh: -4%; Pf growth 96h: 10%; Pf growth 48h: inconclusive; TbPYK inhibitor: -10%; LmPK inh: -6%[11.5 µM]

How did Cc1cccc(Nc2nc(N)nc(CN3CCN(c4ccc(F)cc4)CC3)n2)c1 do in these assays?
HCV inh: -26%; Sm TGR inh: 2%; Pf growth 96h: 10µM*; Pf growth 48h: inconclusive; TbPYK inhibitor: -6%; LmPK inh: 2%

How did CC(NC(=O)Cc1ccsc1)c1ccc(F)cc1 (stereo unspecified) do in these assays?
HCV inh: 14%; Sm TGR inh: 0%; Pf growth 96h: 7%; Pf growth 48h: 10%; TbPYK inhibitor: 0%; LmPK inh: 1%

Results for CC(=O)Nc1ccc(S(=O)(=O)Nc2nc3ccc([N+](=O)[O-])cc3s2)cc1 ?
HCV inh: 3%; Sm TGR inh: 3%; Pf growth 96h: -5%; Pf growth 48h: 25%[5.75 µM]; TbPYK inhibitor: -4%; LmPK inh: 2%

What do the screens show for `COc1ccc(C(=O)Nc2c(N)nc(SCC(=O)NCC3CCCO3)[nH]c2=O)cc1` (stereo unspecified)?
HCV inh: 3%; Sm TGR inh: 3%; Pf growth 96h: 17%; Pf growth 48h: 39%[activator]; TbPYK inhibitor: -10%; LmPK inh: 1%

Results for CCC(C)(C)NC(=O)CN(C(=O)c1snc(C(N)=O)c1N)c1ccc2nc(C)sc2c1 ?
HCV inh: -11%; Pf growth 96h: 4%; Pf growth 48h: inconclusive; TbPYK inhibitor: -3%; LmPK inh: -3%

What do the screens show for `COc1ccc(/C=C/C(=O)c2nc3ccccc3n2CC(=O)c2ccc(OC)cc2)cc1`?
HCV inh: -18%; Sm TGR inh: 11%; Pf growth 96h: -186%; Pf growth 48h: 10µM*; TbPYK inhibitor: -11%; LmPK inh: 4%

What do the screens show for `Cc1csc2nc(CNC(=O)c3ccco3)cn12`?
HCV inh: 3%; Sm TGR inh: -16%; Pf growth 96h: -9%; Pf growth 48h: 100%[activator]; TbPYK inhibitor: -6%; LmPK inh: 3%

How did CCc1ccc(C2c3[nH]c4ccccc4c3CCN2C(=O)c2ccc(=O)n(C)n2)cc1 (stereo unspecified) do in these assays?
HCV inh: 0%; Sm TGR inh: 0%; Pf growth 96h: inconclusive; Pf growth 48h: 8.3µM*; TbPYK inhibitor: 0%; LmPK inh: 8%

How did CCOC(=O)c1sc(NC(=O)c2ccc(=O)[nH]c2)nc1C do in these assays?
HCV inh: -12%; Sm TGR inh: 6%; Pf growth 96h: 0%; Pf growth 48h: 21%; TbPYK inhibitor: 0%; LmPK inh: 0%

Results for Cc1ccc([C@@H]2CC=C(C(=O)O)[C@H](c3ccc(F)cc3)N2S(=O)(=O)c2ccc(C)cc2)cc1 ?
HCV inh: 16%; Sm TGR inh: -18%; Pf growth 96h: 78%[activator]; Pf growth 48h: 32%[activator]; TbPYK inhibitor: 12%

What do the screens show for `COc1cccc(-n2c(=S)sc3c(=O)n(-c4ccccc4OC)c(=S)[nH]c32)c1`?
HCV inh: -9%; Sm TGR inh: -10%; Pf growth 96h: inconclusive; Pf growth 48h: 2%; TbPYK inhibitor: inconclusive; LmPK inh: 3%

What do the screens show for `CC1=CC(C)(C)n2c(O)c(N=NC(N)=S)c3c(C)ccc1c32`?
HCV inh: inconclusive; Sm TGR inh: -10%; Pf growth 96h: -21%; Pf growth 48h: 8%; TbPYK inhibitor: -6%; LmPK inh: 2%

What do the screens show for `COC(=O)c1ccccc1-n1c(CCC(=O)O)ccc1-c1ccccc1`?
HCV inh: 0%; Sm TGR inh: 45µM*; Pf growth 96h: inconclusive; Pf growth 48h: 0%; TbPYK inhibitor: -5%&-37%; LmPK inh: 2%

What do the screens show for `COc1ccc(C(=O)NCc2ccc(Cl)c(Cl)c2)cc1OC`?
HCV inh: -10%; Sm TGR inh: 0%; Pf growth 96h: 0%; Pf growth 48h: -7%; TbPYK inhibitor: 7%; LmPK inh: 4%

What do the screens show for `Cc1ccc(Cl)c(OCCN2CCCC(C)C2)c1` (stereo unspecified)?
HCV inh: -20%; Sm TGR inh: 5%; Pf growth 96h: 4%; Pf growth 48h: -24%; TbPYK inhibitor: -12%; LmPK inh: -4%

Results for O=C(Nc1ccccc1)N1CCN(c2ccc(C(F)(F)F)cn2)CC1 ?
HCV inh: inconclusive; Sm TGR inh: -2%; Pf growth 96h: -14%; TbPYK inhibitor: -3%; LmPK inh: 11%

What do the screens show for `CCOC(=O)c1nnc(-c2ccccc2)nc1NC`?
HCV inh: -1%; Sm TGR inh: 7%; Pf growth 96h: 92%[activator]; Pf growth 48h: 7%; TbPYK inhibitor: 8%; LmPK inh: -4%

Results for O=C(COC(=O)c1cncc(Br)c1)NCCC1=CCCCC1 ?
HCV inh: 3%; Sm TGR inh: inconclusive; Pf growth 96h: 32%[activator]; Pf growth 48h: 10%; TbPYK inhibitor: 1%; LmPK inh: 2%

What do the screens show for `O=S(=O)(c1ccc(Br)cc1)n1c(Cc2ccccc2)nc2ccccc21`?
HCV inh: 18%; Sm TGR inh: -3%; Pf growth 96h: inconclusive; Pf growth 48h: -7%; TbPYK inhibitor: 5%; LmPK inh: 3%

How did O=C(CSc1nnc(-c2ccc(C(F)(F)F)cn2)s1)c1ccc(Cl)cc1 do in these assays?
HCV inh: 11%; Sm TGR inh: -2%; Pf growth 96h: 0%; Pf growth 48h: inconclusive; TbPYK inhibitor: 3%; LmPK inh: 6%

How did CCCc1cc(=O)[nH]c(SCC(=O)NCCC2=CCCCC2)n1 do in these assays?
HCV inh: 0%; Sm TGR inh: -1%; Pf growth 96h: 0%; Pf growth 48h: -16%; TbPYK inhibitor: 2%; LmPK inh: 4%

Results for COCCCNC(=O)CCc1c(C)nc2c(-c3ccc(F)cc3)c(C)nn2c1C ?
HCV inh: 3%; Sm TGR inh: -2%; Pf growth 96h: inconclusive; Pf growth 48h: inconclusive; TbPYK inhibitor: 0%; LmPK inh: 2%

Retrieved one by one from the list above:
What do the screens show for `CC1=CC(C)(C)n2c(O)c(N=NC(N)=S)c3c(C)ccc1c32`?
HCV inh: inconclusive; Sm TGR inh: -10%; Pf growth 96h: -21%; Pf growth 48h: 8%; TbPYK inhibitor: -6%; LmPK inh: 2%

Results for O=C(COC(=O)c1cncc(Br)c1)NCCC1=CCCCC1 ?
HCV inh: 3%; Sm TGR inh: inconclusive; Pf growth 96h: 32%[activator]; Pf growth 48h: 10%; TbPYK inhibitor: 1%; LmPK inh: 2%

(next part)
Results for Nc1nnc(-c2cc3ccccc3oc2=O)s1 ?
HCV inh: 1%; Sm TGR inh: 0%; Pf growth 48h: 3%; TbPYK inhibitor: -3%; LmPK inh: -6%

What do the screens show for `Cc1ccc2nc(Nc3nc(C)cc(-c4ccccc4)n3)[nH]c(=O)c2c1`?
HCV inh: inconclusive; Sm TGR inh: 1%; Pf growth 96h: 6.6µM*; Pf growth 48h: 3.3µM*; TbPYK inhibitor: -2%; LmPK inh: 4%

What do the screens show for `Cc1cc(C[n+]2cc(Br)ccc2N)c2ncccc2c1`?
HCV inh: inconclusive; Sm TGR inh: -2%; Pf growth 96h: 13µM*; Pf growth 48h: 9.3µM*; TbPYK inhibitor: -19%; LmPK inh: 1%

How did Cc1ccnc(NS(=O)(=O)c2ccc(NC(=O)C3CCCO3)cc2)n1 (stereo unspecified) do in these assays?
HCV inh: 24%; Sm TGR inh: 4%; Pf growth 96h: 59%[activator]; Pf growth 48h: 13%; TbPYK inhibitor: 3%; LmPK inh: 1%

Results for O=C(CSc1nnnn1C1CCCC1)Nc1ccccc1N1CCOCC1 ?
HCV inh: -10%; Pf growth 96h: 42%[activator]; Pf growth 48h: -28%; TbPYK inhibitor: 12%; LmPK inh: -2%

What do the screens show for `CSc1nnc(C)c(=O)[nH]1`?
HCV inh: 30%[activator]; Sm TGR inh: -26%; Pf growth 96h: 15µM*; Pf growth 48h: -18%; TbPYK inhibitor: 8%; LmPK inh: -3%

How did COc1ccc(-c2cnc(OC(C)(C)C)nc2OC(C)(C)C)cc1OC do in these assays?
HCV inh: inconclusive; Sm TGR inh: 6%; Pf growth 48h: 10µM*; TbPYK inhibitor: 2%; LmPK inh: 2%

Results for CCn1c(Oc2ccc(F)cc2)nc2c1c(=O)n(C)c(=O)n2C ?
HCV inh: 0%; Pf growth 96h: 14%; Pf growth 48h: -8%; TbPYK inhibitor: -5%; LmPK inh: -2%

Results for COc1ccccc1/C=N/NC(=O)c1nnn(-c2nonc2N)c1CSC1=NCCS1 ?
HCV inh: 22%; Sm TGR inh: -1%; Pf growth 96h: 15%; Pf growth 48h: 4%; TbPYK inhibitor: -2%; LmPK inh: 0%

What do the screens show for `COc1cc2c(cc1OC)C1=C(C#N)CCC(=NC(=O)c3ccc(Cl)cc3)N1CC2`?
HCV inh: 6%; Sm TGR inh: 10%; Pf growth 96h: inconclusive; Pf growth 48h: -2%; TbPYK inhibitor: 1%; LmPK inh: -2%

How did CC1CC(C)(C)NC(=S)N1CCCC(=O)Nc1ccccc1F (stereo unspecified) do in these assays?
HCV inh: 8%; Sm TGR inh: 48%[activator]; Pf growth 96h: inconclusive; Pf growth 48h: 7%; TbPYK inhibitor: -4%; LmPK inh: 4%

What do the screens show for `O=S(=O)(NCc1ccc(F)cc1)c1ccc(-n2cnnn2)cc1`?
HCV inh: 13%; Sm TGR inh: -1%; Pf growth 96h: 5%; Pf growth 48h: -11%; TbPYK inhibitor: -1%; LmPK inh: -1%

Molecules from the list above containing a CF3 group, in the order listed:
Results for O=C(Nc1ccccc1)N1CCN(c2ccc(C(F)(F)F)cn2)CC1 ?
HCV inh: inconclusive; Sm TGR inh: -2%; Pf growth 96h: -14%; TbPYK inhibitor: -3%; LmPK inh: 11%

How did O=C(CSc1nnc(-c2ccc(C(F)(F)F)cn2)s1)c1ccc(Cl)cc1 do in these assays?
HCV inh: 11%; Sm TGR inh: -2%; Pf growth 96h: 0%; Pf growth 48h: inconclusive; TbPYK inhibitor: 3%; LmPK inh: 6%

Additional entries
How did O=S(=O)(/N=C(/Nc1ccc(F)cc1F)c1ccccc1)c1ccccc1 do in these assays?
HCV inh: 1%; Sm TGR inh: -2%; Pf growth 96h: 3%; Pf growth 48h: 2%; TbPYK inhibitor: -7%; LmPK inh: 5%

What do the screens show for `CCOc1ccc(CCNC(=O)C2=C(C)C(=O)OC23CCC(C)CC3)cc1OCC` (stereo unspecified)?
HCV inh: -6%; Sm TGR inh: 3%&0%; Pf growth 96h: inconclusive; Pf growth 48h: -14%; TbPYK inhibitor: 2%&-1%; LmPK inh: -1%

Results for COc1cccc(NC(=O)Nc2ccc3c(c2)OCO3)c1 ?
HCV inh: -11%; Sm TGR inh: -1%; Pf growth 96h: -3%; Pf growth 48h: 84%[activator]; TbPYK inhibitor: 0%; LmPK inh: -11%

Results for O=c1c2sccc2nc(SCc2cc(=O)n3cc(Cl)ccc3n2)n1Cc1ccccn1 ?
HCV inh: 29%; Sm TGR inh: -4%; Pf growth 96h: 8%; Pf growth 48h: 186%[activator]; TbPYK inhibitor: 4%; LmPK inh: -3%

How did O=C(COc1ccc(Br)cc1Cl)Nn1cnnc1 do in these assays?
HCV inh: 3%; Sm TGR inh: 1%; Pf growth 96h: 15%; Pf growth 48h: -4%; TbPYK inhibitor: 3%; LmPK inh: -2%
